GBA activity up – enhancers of human beta-glucosidase activity in Gaucher fibroblasts | P04062 | L444P Gaucher fibroblasts, 4-MU-glucoside fluorescence, 3 days | activation, % at 10 µM | 30,000 tested, 0.44% active | AID 784; in the data active = activation above about 65%;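 note: 0% = vehicle wells and 100% = positive control wells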
Target sequence (P04062 whole entry L483P): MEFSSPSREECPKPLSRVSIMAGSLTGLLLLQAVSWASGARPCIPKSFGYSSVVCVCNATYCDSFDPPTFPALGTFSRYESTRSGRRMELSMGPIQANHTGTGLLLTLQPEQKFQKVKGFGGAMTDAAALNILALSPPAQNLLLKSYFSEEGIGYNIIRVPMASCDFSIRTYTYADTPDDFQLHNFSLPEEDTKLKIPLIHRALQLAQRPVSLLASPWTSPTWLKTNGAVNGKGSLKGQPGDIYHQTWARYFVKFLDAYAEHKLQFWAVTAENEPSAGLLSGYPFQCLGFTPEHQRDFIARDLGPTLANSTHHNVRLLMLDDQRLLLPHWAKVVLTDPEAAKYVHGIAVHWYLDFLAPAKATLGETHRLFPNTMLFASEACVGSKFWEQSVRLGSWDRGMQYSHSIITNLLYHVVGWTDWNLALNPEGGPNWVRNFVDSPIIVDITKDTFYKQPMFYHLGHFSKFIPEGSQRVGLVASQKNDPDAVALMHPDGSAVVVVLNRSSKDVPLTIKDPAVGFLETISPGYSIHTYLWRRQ
The depositor's hits bear a star. An excerpt; the hit share may differ from the screen's.

SMILES	GBA activity up
CCOC(=O)c1c(C)c(C(=O)NCC2CCCO2)c(C)n1CC (stereo unspecified)	14.4
COC(=O)CSc1nnc(-c2ccc(S(=O)(=O)N3CCCCC3)cc2)o1	-38.1
COc1ccccc1NC(=O)C1C2C=CC(O2)C1C(=O)O (stereo unspecified)	-17.9
O=C(COC(=O)c1ccc(Cl)c(S(=O)(=O)N2CCCC2)c1)NC1CCCC1	36.1
CCOC(=O)Nc1ccc(S(=O)(=O)Nc2cc(C)on2)cc1	-5.0
CC(C)CCn1c(N2CCN(c3cccc(Cl)c3)CC2)nc2c1c(=O)[nH]c(=O)n2C	3.3
CC(C)n1c(=N)c(C(=O)NCCc2ccccc2)cc2c(=O)n3ccccc3nc21	-77.8
CCOC(=O)N1CCN(C(=O)c2ccc(C)c(S(=O)(=O)Nc3ccccc3)c2)CC1	-0.5
CCc1nnc(NC(=O)CCN2C(=O)c3ccccc3C2=O)s1	-10.2
C=CCN=C1SC(C)C(=O)N1S(=O)(=O)c1ccccc1 (stereo unspecified)	-12.3
O=C(NCc1ccncc1)/C(=N/O)c1ccccc1	-14.8
CC1(C)Cc2c(c(N3CCOCC3)nc3sc(-c4ccc(C(=O)O)o4)c(N)c23)CO1	10.0
COc1ccc(N2C(=O)CC(NC3CC3)C2=O)cc1 (stereo unspecified)	-0.3
CCc1ccc2c(CN(CC)Cc3nc4ccccc4c(=O)[nH]3)cc(=O)oc2c1	-14.3
Cc1n[nH]c(C)c1S(=O)(=O)N1CCCC(C(=O)N2CCc3ccccc32)C1 (stereo unspecified)	4.3
CC(C)(C)n1nnnc1CN(Cc1ccco1)Cc1cc2cc3c(cc2[nH]c1=O)OCO3	2.2
CCOC(=O)c1ccc(NC(=O)c2c(O)c3ccccc3n(C)c2=O)cc1	-16.7
Cc1nn(-c2ccccc2)c2nc(=O)n(-c3ccccc3)cc12	3.6
O=C(C1CCCN1S(=O)(=O)c1ccc(Cl)cc1)N1CCOCC1 (stereo unspecified)	-11.0
CCOc1ccc(N2CC(C(=O)Oc3ccccc3)CC2=O)cc1 (stereo unspecified)	5.5
Cc1ccc(NC(=O)c2cnn(-c3ccccc3)c2NC(=O)c2ccco2)cc1	-32.9
O=C(CCCNS(=O)(=O)c1cccc2nsnc12)N1CCCCC1	-45.5
CCN(C(=O)CSc1nnc(Cn2nnc3ccccc32)o1)c1nc(-c2ccccc2)cs1	-16.9
COc1ccc(-c2ncc3ccccn23)cc1	-37.4
CCC1Oc2ccc(Cl)cc2N(CC(=O)O)C1=O (stereo unspecified)	15.7
Cn1nnc2cc(C(=O)NCc3ccco3)ccc21	12.7
Cc1cccc(-n2nc3c(c2NC(=O)c2ccc(Br)o2)CSC3)c1C	-61.1
CCS(=O)(=O)NCc1ccc2[nH]c3c(c2c1)CCCC3	18.6
CCS(=O)(=O)N1CCC(NC(=O)C2CCCCC2)CC1	-3.4
Cc1ccc(C(C(=O)NC2CCCCC2)N2CCOCC2)cc1 (stereo unspecified)	-2.9
Cc1cc(C)c(C(=O)CSc2n[nH]c(=O)n2C2CC2)cc1C	14.2
CCOC(=O)CNC(=O)CSc1nnc(-c2ccco2)n1Cc1ccco1	-37.6
CCCCSC1=C(C#N)C(c2ccccc2C)C(C(=O)OCC)C(=O)N1 (stereo unspecified)	-5.4
Cc1cc(C)c2c(c1)c(C)cc1nnc(SCC(=O)NCc3ccco3)n12	-29.8
CCC(C)NCC(=O)Nc1ccc(-c2nc3cc(NC(=O)CNC(C)CC)ccc3o2)cc1 (stereo unspecified)	-69.8
COc1ccc(-c2noc(CSc3ccccc3)n2)cc1OC	-31.6
COc1ccc(-c2nnn(Cc3nc(N)nc(N4CCCCC4)n3)n2)cc1	-58.2
O=C(c1ccco1)N(CCCN1CCOCC1)c1nc(-c2ccc(Cl)cc2)cs1	30.3
Cc1cc(C)n(-c2nc3ccccc3n3nnnc23)n1	1.0
CCCC(C)NS(=O)(=O)c1ccccc1 (stereo unspecified)	-8.2
COc1cc(OC)cc(-n2nnnc2SCC(=O)N2CCCC2)c1	-21.7
CCn1c(SCC(=O)O)nnc1-c1cc2c(C)nn(-c3ccccc3)c2s1	-4.5
Cc1c(N=CN2CCOCC2)c(=O)n(C)c(=O)n1C	31.1
O=C(Nc1ccc(F)cc1)NC1(C(=O)NCc2ccco2)CCCCC1	-66.5
CN(CC(=O)NCCN1CCCCCC1)S(=O)(=O)c1cccc2nsnc12	-19.0
COc1ccc(CC(=O)Nc2c3c(nn2-c2ccccc2C)CS(=O)C3)cc1 (stereo unspecified)	-14.0
COc1cccc(NC(=O)CN2CCN(c3ccccc3F)CC2)c1	0.6
Cc1cc(C)n(C(=O)Cc2cn3ccsc3n2)n1	-1.5
COc1cc(C(=O)NCCC(=O)NCCN2CCCCCC2)cc(OC)c1OC	-7.5
CCOC(=O)CSC1=C(C#N)C(c2ccc(F)cc2)C(C(C)=O)=C(C)N1 (stereo unspecified)	-14.0

Remaining list, next part
SMILES	GBA activity up
C=CCSC1=N/C(=C\c2ccsc2)C(=O)S1	401.6*
CCC1(C(=O)OC)NC(c2ccco2)C2C(=O)N(c3ccc(C)cc3)C(=O)C21 (stereo unspecified)	-39.3
COc1ccc2nc(NC(=O)C(NS(=O)(=O)c3cccs3)C(C)C)sc2c1 (stereo unspecified)	-23.2
CCS(=O)(=O)N1CCN(C(=O)c2cccs2)CC1	-24.4
O=S(=O)(c1cccc(-c2nnc(SCc3ccc(Cl)cc3)o2)c1)N1CCCCC1	-5.8
Nn1c(CSc2nc3ccccc3o2)nnc1CSc1nc2ccccc2o1	-42.9
CCOC(=O)N1CCN(C(=O)c2ccccc2CCc2ccccc2)CC1	-18.1
Cc1cccc2cc(CN(Cc3ccc(F)cc3)C(=O)N(C)C)c3nnnn3c12	35.4
Clc1ccc(Cn2ncc3c(N4CCOCC4)ncnc32)cc1	-81.0
COc1cc(C(=O)N2CCC(NC(=O)C(Cc3ccccc3C)NC(C)=O)CC2)cc(OC)c1OC (stereo unspecified)	-13.2
COc1ccc(C)cc1-n1nnnc1SC/C(O)=C(\C#N)c1nc2ccccc2[nH]1	4.2
COc1ccc(NC(=O)CSc2nnc(-c3ccccc3)n2Cc2ccco2)c(OC)c1	5.6
CCCn1c(=NC(C)=O)c(C#N)cc2c(=O)n3cccc(C)c3nc21	-9.1
Cc1noc(C)c1S(=O)(=O)N1CCC(C(=O)N2CCN(C3CCCC3)CC2)CC1	-64.8
O=C(Nc1ccc(S(=O)(=O)N2CCCC2)cc1Cl)C1=COCCO1	22.5
COc1ccc(N(CC(=O)N2CCC(C)CC2)S(=O)(=O)c2c(C)nn(C)c2C)cc1	-12.3
CCOC(=O)Cc1nnc(NC(=O)c2cccc(OCC)c2)s1	-2.9
O=C(NCC1CCCO1)C1CCCN(Cc2cnn(-c3ccccc3)c2-n2cccc2)C1 (stereo unspecified)	-25.9
CN(c1ccc(C(=O)O)cc1)S(=O)(=O)c1ccccc1	-16.9
Cc1cccc(NC(=O)CSCc2c(C)noc2C)c1C	1.5
O=C(Nc1ccc(F)cc1)N(Cc1ccco1)Cc1cc2cc3c(cc2[nH]c1=O)OCO3	-6.9
CCOC(=O)C1CCN(S(=O)(=O)c2cccc(-c3cn4ccccc4n3)c2)CC1	-22.2
COc1ccc(NC(=O)CN2C(=O)C(C)Oc3ccccc32)cc1 (stereo unspecified)	2.6
N#CCCN(CCC#N)c1nncs1	-22.5
O=C(c1cccc(C(=O)N2CCN(c3ccccc3F)CC2)n1)N1CCN(c2ccccc2F)CC1	-1.2
COc1ccc(-n2c(SCC(=O)c3c(N)n(C)c(=O)n(C)c3=O)nc3ccccc32)cc1	9.8
Cc1onc(-c2ccccc2)c1C(=O)Nc1nc2c(s1)CCCC2	7.5
CCOC(=O)c1cnn(-c2cc(C)c3cc(C)cc(C)c3n2)c1N	7.6
Cn1c(C(=O)NCC2CCCO2)cc2oc3ccccc3c21 (stereo unspecified)	17.5
O=C(CSc1nc2ccccc2o1)N1CCN(C(=O)c2ccco2)CC1	-13.0
O=C1CN(CC(=O)N2CCOCC2)c2ccccc2O1	-17.6
CCC(=O)Nc1ccc2c(c1)ncn2-c1ccccc1OC	-13.1
CC(=O)N1CCN(c2ccc(Oc3nnnn3-c3ccccc3)cc2)CC1	-11.2
O=C(NCc1ccc(F)cc1Cl)C1CCN(S(=O)(=O)N2CCC3(CC2)OCCO3)CC1	-6.5
O=C(Cn1nc(-c2ccccc2)c2ccccc2c1=O)Nc1ccc2c(c1)nc1n2CCOC1	-42.1
O=C(Nc1ccc2c(c1)OCO2)c1cccc2c1C(=O)N(C1CCCCC1)C2	-2.6
CC1CCN(CCCNC(=O)c2cn(C)c3ccc(S(=O)(=O)N4CCCC4)cc3c2=O)CC1	9.6
COc1ccc(S(=O)(=O)N(C)CC(=O)NCCC2=CCCCC2)cc1	-29.5
Cc1cc(C)n(-c2nc3ccccc3c(=O)n2OCC(=O)OCc2ccccc2)n1	-51.4
Cc1nn(C)cc1C(N)=O	-52.3
O=C(NCCC1=CCCCC1)C1COc2ccccc2O1 (stereo unspecified)	-13.4
CCOC(=O)c1cccc(NC(=O)C2CCN(S(=O)(=O)c3cccs3)CC2)c1	-2.7
CC(NC(=O)CC12CC3CC(CC(C3)C1)C2)C(=O)O (stereo unspecified)	-2.5
O=C(O)c1ccc(CSCc2ccccc2F)o1	-12.6
O=C(NCCc1c[nH]c2ccccc12)c1cc(S(=O)(=O)N2CCCCC2)ccc1N1CCOCC1	21.5
COc1cc(C(=O)NC2CC3CCCC(C2)N3CC(=O)Nc2ccccc2)cc(OC)c1OC (stereo unspecified)	-20.3
Cn1c(SCC(=O)NCc2ccco2)nc2ccccc2c1=O	-31.6
O=C(O)c1cnn2c1NC(c1ccc(F)cc1)CC2C(F)(F)F (stereo unspecified)	1.4
CCn1c(SCC(=O)Nc2ccc(OCc3ccccc3)cc2)nnc1-c1ccco1	4.6
Cc1cc(NC(=O)CSc2ccc3nnc(-c4ccccc4)n3n2)no1	6.5

Other results follow:
SMILES	GBA activity up
COc1ccc(C2=NOC(C(=O)NC(C)(C)C)C2)cc1 (stereo unspecified)	-12.9
CC(=O)Nc1ccc(N/C=C/C(=O)C(C)(C)C)cc1	-11.7
Cc1cc(C)nc(NC(=O)CSc2nn(C)c(=S)s2)n1	-1.4
Cc1ccc(NC(=O)CCNS(=O)(=O)c2ccc3c(c2)oc(=O)n3C)cc1	3.7
CCNC(=O)CCc1nc(-c2ccc(C(C)(C)C)cc2)no1	-8.9
CCCN(CCC)C(=O)CCS(=O)(=O)c1cccc2nsnc12	-30.8
CSc1nc(SCC(=O)NCc2ccco2)c2c3c(sc2n1)CN(C)CC3	-15.6
O=C(c1nc2ncccn2n1)N1CCc2ccccc2C1	-3.5
Cc1ccc(S(=O)(=O)NCCCCCC(=O)N(C)C)cc1	-39.6
Cc1ccc(-c2nc3ccccc3[nH]2)cc1NC(=O)c1ccco1	3.3
CCc1nnc(NC(=O)CCC(=O)N2CCN(C3CCCCC3)CC2)s1	-14.8
CCCc1cc(C(N)=O)c(NC(=O)c2ccoc2C)s1	-54.6
COc1cc(NC(=O)NCCN2CCN(c3ccc(Cl)cc3)CC2)ccc1C	-42.6
CS(=O)(=O)NCc1ccc(C(=O)NCCOc2ccccc2)cc1	-3.9
CCCCCn1c(N2CCN(c3cccc(Cl)c3)CC2)nc2c1c(=O)[nH]c(=O)n2C	-6.2
O=S(=O)(c1ccc(Br)s1)N1CCN(c2ccccc2)CC1	-16.3
Cc1cc(NC(=O)COC(=O)CCC(=O)c2ccc(F)cc2)no1	40.7
CC12CCC(C(=O)NCc3ccco3)(OC1=O)C2(C)C (stereo unspecified)	33.3
COC(=O)/C=c1\sc2n(c1=O)C(C)=CC(C)(C)N=2	-7.5
O=C(NCCc1ccccc1)C1c2ccccc2C(=O)N1C1CC1 (stereo unspecified)	-4.3
COC(=O)C(C#N)C(c1cccnc1)c1c(C)[nH][nH]c1=O (stereo unspecified)	8.2
CCCCC(=O)Nc1ccc(NC(=O)C2CC2)cn1	-17.7
CCc1c(C)c2ccc(OCC(=O)OC(C)C)c(C)c2oc1=O	-6.2
CCC(=NCCN1CCNCC1)C1=C(O)CC(C)(C)CC1=O	-3.0
c1ccc(C(Cc2nc(-c3cccnc3)no2)c2ccccc2)cc1	3.7
O=S(=O)(Cc1ccccc1)N1CCN(Cc2ccccc2)CC1	0.4
COc1ccc(C2C(C(=O)N3CCN(C)CC3)c3ccccc3C(=O)N2C2CCCCC2)cc1 (stereo unspecified)	-1.3
O=C(C1CCN(S(=O)(=O)c2cccnc2)CC1)N1CCN(c2ccccc2Cl)CC1	-24.8
O=C1CN(C(=O)c2cnccn2)c2ccccc2N1	-7.5
CCOC(=O)CC(C#N)c1c[nH]c2ccccc12 (stereo unspecified)	-7.7

In the list so far, 16 have two or more sulfur atoms.
SMILES	GBA activity up
COC(=O)CSc1nnc(-c2ccc(S(=O)(=O)N3CCCCC3)cc2)o1	-38.1
C=CCN=C1SC(C)C(=O)N1S(=O)(=O)c1ccccc1 (stereo unspecified)	-12.3
O=C(CCCNS(=O)(=O)c1cccc2nsnc12)N1CCCCC1	-45.5
CCN(C(=O)CSc1nnc(Cn2nnc3ccccc32)o1)c1nc(-c2ccccc2)cs1	-16.9
CCn1c(SCC(=O)O)nnc1-c1cc2c(C)nn(-c3ccccc3)c2s1	-4.5
CN(CC(=O)NCCN1CCCCCC1)S(=O)(=O)c1cccc2nsnc12	-19.0
C=CCSC1=N/C(=C\c2ccsc2)C(=O)S1	401.6*
COc1ccc2nc(NC(=O)C(NS(=O)(=O)c3cccs3)C(C)C)sc2c1 (stereo unspecified)	-23.2
CCS(=O)(=O)N1CCN(C(=O)c2cccs2)CC1	-24.4
O=S(=O)(c1cccc(-c2nnc(SCc3ccc(Cl)cc3)o2)c1)N1CCCCC1	-5.8
Nn1c(CSc2nc3ccccc3o2)nnc1CSc1nc2ccccc2o1	-42.9
CCOC(=O)c1cccc(NC(=O)C2CCN(S(=O)(=O)c3cccs3)CC2)c1	-2.7
Cc1cc(C)nc(NC(=O)CSc2nn(C)c(=S)s2)n1	-1.4
CCCN(CCC)C(=O)CCS(=O)(=O)c1cccc2nsnc12	-30.8
CSc1nc(SCC(=O)NCc2ccco2)c2c3c(sc2n1)CN(C)CC3	-15.6
O=S(=O)(c1ccc(Br)s1)N1CCN(c2ccccc2)CC1	-16.3

Source: PubChem BioAssay
